Bioassay records from PubChem BioAssay.
F508del corr = correctors of CFTR F508del function in bronchial epithelial cells; CFBE cells, YFP halide quenching; stimulated with forskolin plus potentiator P3; % fluorescence drop versus neutral controls; activity (quench increase), % at 7.58 µM; 0.36% of 350,000 active; AID 720511;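 active means mean added fluorescence quench of at least 8% versus neutral control, with both replicates also reaching 8%; inconclusive means only one of the mean or replicate conditions met; inactive means mean below 8% and not both replicates reaching 8%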;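 further: cells transiently co-express mutant CFTR-F508del with the halide-sensitive YFP; corrector assay measuring rescue of mutant channel to the surface after 24 h compound exposure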
SIRT5 inh = sirtuin-5 (human) deacylase inhibition | Q9NXA8 | Purified SirT5, succinyl-peptide AMC, trypsin-coupled fluorescence | inhibition, % at 15 µM | 1.1% of 330,000 active | AID 652115; in the data active means inhibition above about 15%; inconclusive means no clear call, values can overlap the other calls
Target sequence (Q9NXA8 whole entry, looked up): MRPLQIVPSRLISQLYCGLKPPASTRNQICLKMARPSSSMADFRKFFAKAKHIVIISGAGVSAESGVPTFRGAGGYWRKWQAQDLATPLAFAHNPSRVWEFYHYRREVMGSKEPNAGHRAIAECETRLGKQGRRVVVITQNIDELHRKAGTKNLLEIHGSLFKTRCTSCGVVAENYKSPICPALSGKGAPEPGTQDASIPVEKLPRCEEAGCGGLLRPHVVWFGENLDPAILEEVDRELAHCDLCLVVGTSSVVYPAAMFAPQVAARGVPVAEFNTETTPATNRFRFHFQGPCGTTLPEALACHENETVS
DENV2 CPE rescue = protects cells from dengue virus 2 cytopathic effect. DENV2-infected cells, cytopathic effect rescue, plate reader. CPE inhibition, % at 9.99 µM. 1.7% of 350,000 active. AID 651640; in the data active means CPE inhibition above about 20%, passing the limit was not always enough; inconclusive means no clear call, values can overlap the other calls; tested in BHK-21 cells;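 further: 0% = median of neutral control wells and 100% = median of positive control wells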
ERAP1 inh = inhibitors of human ERAP1 aminopeptidase; 0.15% of 340,000 active; inhibition, % at 10.7 µM; recombinant ERAP1, Leu-AMC fluorescence, 60 min; AID 652197; Q9NZ08;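 active means mean replicate inhibition of at least 30%, or all replicates individually reaching that 30% level; inactive means mean below 30% and not every replicate reaching it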;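 further: 0% = neutral control wells and 100% = L-leucinethiol positive control wells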
miR122 inh = inhibitors of miR-122 in Huh7 cells | Huh7 miR-122 Renilla luciferase sensor, 48 h; neutral wells = 0, positive control = 100 | activation (reporter increase), % at 12.5 µM | 0.3% of 340,000 active | AID 602342;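 active means mean replicate activation score at least 90 and every replicate individually at or above 90; inconclusive means only one of the two criteria met; inactive means neither criterion met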;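 further: higher luciferase means less miR-122 activity so hits act as miR-122 inhibitors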
CASP6 VEID inh = inhibitors of human caspase-6; P55212; purified caspase-6, Z-VEID-R110 cleavage fluorescence; inhibition, % at 12.5 µM; 0.53% of 350,000 active; AID 686996;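 active means mean inhibition across replicates at least about 35%, with every replicate also reaching that limit, limit read from the data; inconclusive means only one of the two criteria met; inactive means neither criterion met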;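 further: 0% = median of neutral control wells and 100% = no fluorescence left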
Target sequence (P55212 24-179 limits assumed): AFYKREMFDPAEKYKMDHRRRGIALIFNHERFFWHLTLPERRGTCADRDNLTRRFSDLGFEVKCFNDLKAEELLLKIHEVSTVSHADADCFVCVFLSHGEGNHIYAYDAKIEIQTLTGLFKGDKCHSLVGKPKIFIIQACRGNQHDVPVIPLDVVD
Target sequence (P55212 194-293 limits assumed): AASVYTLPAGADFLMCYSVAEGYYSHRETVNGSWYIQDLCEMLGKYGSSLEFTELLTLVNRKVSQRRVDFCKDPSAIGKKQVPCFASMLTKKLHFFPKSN
ERp5 block = inhibitors of human ERp5; ERp5 insulin aggregation, absorbance 650 nm, 90 min; 0.05% of 350,000 active; inhibition, % at 9.99 µM;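 active means mean replicate inhibition above about 25%, with every replicate also reaching it, limit read from the data, passing the limit was not always enough; inconclusive means only one of those two criteria met; inactive means neither criterion met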
Target sequence (Q15084 whole entry, looked up): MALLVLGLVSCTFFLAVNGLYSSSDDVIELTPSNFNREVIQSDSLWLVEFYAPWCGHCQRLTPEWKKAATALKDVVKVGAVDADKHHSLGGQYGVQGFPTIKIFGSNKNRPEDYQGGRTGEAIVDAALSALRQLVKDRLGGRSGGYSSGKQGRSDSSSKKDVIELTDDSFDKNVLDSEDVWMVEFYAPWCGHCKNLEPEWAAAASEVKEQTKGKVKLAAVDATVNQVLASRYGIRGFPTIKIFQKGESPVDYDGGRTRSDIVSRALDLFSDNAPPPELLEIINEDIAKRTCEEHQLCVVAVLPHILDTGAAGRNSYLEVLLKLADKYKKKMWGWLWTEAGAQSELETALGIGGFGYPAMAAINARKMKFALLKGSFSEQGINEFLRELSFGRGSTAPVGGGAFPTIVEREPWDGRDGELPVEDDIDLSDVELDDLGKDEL
Numbers without * were called inactive; u = inconclusive; x = not tested or not shown; [ ] = remark or other dose.

SMILES	F508del corr	SIRT5 inh	DENV2 CPE rescue	ERAP1 inh	miR122 inh	CASP6 VEID inh	ERp5 block
O=C(COC(=O)c1cc[n+]([O-])cc1)Nc1ccc(SC(F)F)cc1	1.6	x	x	-2	1	5	-4
O=C(N/N=C1\C2CN3CCN(C2)CC1(c1ccccc1)C3)c1ccc(F)cc1	0.1	0	-4	0	-2	-3	2
Cc1ccc(CNC(=O)CCCc2c[nH]c3ccccc23)cc1	-2.5	-10	-2	1	7	4	2
Cc1nnc(NC(=O)CCS(=O)(=O)Cc2ccccc2)s1	-0.5	5	-6	3	-4	2	5
CN1CCCN(C(=O)CNC(=O)Cc2ccccc2)CC1	-3.0	-4	7	4	-2	0	-5
C[C@@H]1CCCCO[C@@H](CN(C)Cc2ccc(C(F)(F)F)cc2)[C@H](C)CN([C@H](C)CO)C(=O)c2cc(NS(=O)(=O)c3ccc(F)cc3)ccc2O1	0.9	13	-8	1	-14[16.7 µM]	-1	1
CN(C[C@H]1[C@@H](c2ccccc2)[C@H](CO)N1C(=O)C1CC1)C(=O)c1ccccn1	0.9	x	-7	x	43[16.7 µM]	x	x
CCN1CCN(S(=O)(=O)c2ccc(Cl)c(C(=O)NC3CCCCC3)c2)CC1	-2.4	-3	-6	7	0	-3	8
O=C(CN(C(=O)CCC(=O)Nc1nccs1)c1cccc(F)c1)NCc1ccc(F)cc1	1.7	-2	12	1	x	-1	5
Cc1cc(C)c(S(=O)(=O)N(C)CC(=O)NCC2CCCO2)c(C)c1 (configuration not stated)	-1.0	-2	0	-2	-1	2	2
COc1ccc(NC(=O)N(C)C[C@H]2OCc3cnnn3CCCC(=O)N([C@H](C)CO)C[C@H]2C)cc1	1.7	0	10	0	2[16.7 µM]	-4	2
Cc1cc(Cl)ccc1OCC(=O)Nc1ccc2oc(=O)ccc2c1	1.2	-5	-3	1	-1	1	0
COc1ccc(S(=O)(=O)N2C[C@@H](O)COC[C@@H]3O[C@@H](CC(=O)NCCCN4CCOCC4)CC[C@H]32)cc1	-3.0	-6	-6	-3	-10[16.7 µM]	-9	8
CC(=O)NC(c1cccc(F)c1)c1nc(-c2ccoc2)cs1 (configuration not stated)	-4.8	x	-5	0	-2	0	-2
O=C(N/N=C/c1ccc[nH]1)c1cc(-c2cccs2)nc2ccccc12	-2.3	-3	1	2	-1	-1	13
CC(C)NC(=O)N(C)C[C@@H]1Oc2ccc(NC(=O)Nc3ccccc3)cc2CC(=O)N([C@H](C)CO)C[C@H]1C	-1.1	-3	5	-1	2[16.7 µM]	0	5
CO[C@H]1CN(C)C(=O)c2cc(NC(C)=O)ccc2OC[C@@H](C)N(Cc2nccs2)C[C@H]1C	1.3	-2	5	4	-3[16.7 µM]	-5	-5
CC(=O)C1=C(O)C(=O)N(c2ccccn2)C1c1cccc(F)c1 (configuration not stated)	1.2	0	4	1	-3	-1	5
O=C(C[C@H]1CC[C@H](NC(=O)C2CC2)[C@@H](CO)O1)NCc1ccncc1	0.0	-4	-4	-2	x	-1	0
CC(=O)Nc1ccc(NC(=O)c2cc(-c3cc(F)ccc3OCC3CCCO3)n[nH]2)cc1 (configuration not stated)	-1.3	2	0	-4	-7	-2	-1
CC(=O)c1sc(=S)n(-c2ccccc2)c1C	0.2	-3	3	x	6	1	1
Cc1ccc(S(=O)(=O)N2CCN(C(=O)CNC(=O)c3ccc(Br)o3)CC2)cc1	-0.6	1	10	0	x	2	5
CCCNC(=O)N1C[C@@H](C)[C@@H](OC)CN(C)C(=O)c2ccc(NS(C)(=O)=O)cc2OC[C@@H]1C	-1.5	5	-1	2	23[16.7 µM]	0	0
CCn1ccnc1CNC(=O)CC1C(=O)NCCN1Cc1ccc(OC)cc1OC (configuration not stated)	0.5	4	1	1	x	-8	2
C[C@@H]1CCCCO[C@H](CN(C)Cc2ccc3c(c2)OCO3)[C@H](C)CN([C@H](C)CO)C(=O)c2cc(NS(=O)(=O)c3cn(C)cn3)ccc2O1	3.6	x	10	x	10[16.7 µM]	x	x
CCC(=O)N[C@@H]1CC[C@@H](CC(=O)NCCN2CCCCC2)O[C@@H]1CO	-0.5	-3	5	1	9[16.7 µM]	-10	2
O=C(C1CC(=O)N(C2CCCC2)C1)N1CCN(c2ccccc2)CC1 (configuration not stated)	1.7	4	5	-8	x	6	5
CO[C@@H]1CN(C)C(=O)c2ccc(NC(=O)c3ccc4c(c3)OCO4)cc2OC[C@H](C)N(CCC(F)(F)F)C[C@@H]1C	3.8	7	-3	0	x	2	1
COCCNC(=O)NC12CC3CC(CC(C3)C1)C2	-4.5	-3	19	6	x	5	-2
O=C(N/N=C/c1ccc2c(c1)OCO2)c1cc(-c2ccccc2Cl)nc2ccccc12	-3.3	-6	x	0	-3	-1	9
CC1(OC(=O)CCc2ccccc2)C(=O)C=C2C=C(c3ccc(C#N)cc3)N(Cc3ccco3)C=C2C1=O (configuration not stated)	2.2	x	7	0	-3	x	-9
CC(C)[C@H](NS(=O)(=O)c1ccc(Cl)cc1)C(=O)OCC(=O)c1c(N)n(C)c(=O)n(C)c1=O	-4.9	-3	17	-4	3	2	12
Clc1ccccc1-c1nnc2n1-c1ccccc1SC2	-0.5	-2	5	0	x	2	u
CC(C)Sc1ccc(C(=O)Nc2ccc(F)cc2F)cn1	0.4	-2	3	-2	x	-3	-3
Cc1cccc(C)c1-n1nnnc1C(c1ccnc2ccccc12)N(Cc1ccccc1)Cc1ccccc1 (configuration not stated)	-2.9	0	3	3	x	-4	2
CCC(=O)Nc1ccc2c(c1)OC[C@@H](C)N(Cc1cccnc1)C[C@H](C)[C@@H](OC)CN(C)C2=O	2.2	-2	48*	-6	x	2	-4
Cc1cc(Br)ccc1SCC(=O)OCC(=O)Nc1ccc2[nH]c(=O)[nH]c2c1	0.4	-1	-9	1	-8	-1	-1
CO[C@H]1CN(C)C(=O)c2ccc(NC(=O)Nc3cccc(F)c3)cc2OC[C@H](C)N(C)C[C@@H]1C	1.1	-2	-8	1	x	0	5
CO[C@H]1CN(C)C(=O)c2cc(NC(C)=O)ccc2OC[C@H](C)N(C(=O)C2CCOCC2)C[C@@H]1C	-1.6	x	-11	0	x	-2	9
CC(C)c1cn(CC[C@@H]2CC[C@@H](NS(=O)(=O)c3ccccc3)[C@@H](CO)O2)nn1	0.4	-3	u	-3	x	0	2
COc1ccc(N2CCN(C(=O)c3cc4cc(Cl)ccc4[nH]3)CC2)cc1	1.3	18*	4	-1	-6	4	4
COCC(=O)N1CCc2ccc(NC(=O)c3ccccc3Cl)cc2C1	1.3	-1	1	3	-6	2	1
C/C=C/c1ccc([C@H]2[C@@H](CO)N(C(=O)NCCC)[C@@H]2CNC(=O)C2CC2)cc1	3.4	x	-12	x	-14[16.7 µM]	x	x
Nc1c(S(=O)(=O)c2ccccc2)csc1C(=O)O	0.9	-2	-9	-1	2	4	-1
COCC(=O)N1[C@H](CO)[C@@H](c2ccccc2)[C@@H]1C#N	0.5	2	u	2	x	0	4
COc1ccc(/C=C/CN2CCC(n3nccc3NC(=O)C3CCCC3)CC2)cc1	-1.7	1	-8	-2	-2	-1	4
OC(c1ccc(F)c(F)c1)c1nc(-c2cccc(C(F)(F)F)c2)cs1 (configuration not stated)	0.7	x	u	0	3	11	-7
CC(C)NC(=O)Nc1ccc2c(c1)CC(=O)N([C@H](C)CO)C[C@@H](C)[C@H](CN(C)Cc1ccc(C(F)(F)F)cc1)O2	0.7	0	3	-3	-2[16.7 µM]	-3	3
Cc1ccc2[nH]c(=O)c(CN(Cc3ccco3)S(=O)(=O)c3c(C)ccc4nsnc34)cc2c1	-0.4	4	0	-3	2	18	1
COc1ccc(Oc2nc(-c3ccccn3)nc3ccccc23)cc1	3.9	1	-2	x	-4	0	-1
CCSc1ccccc1C(=O)NC1CCCCC1	4.2	x	2	1	x	1	-4
COc1ccccc1-c1cnc2c(c1)C(=O)N([C@@H](C)CO)C[C@H](C)[C@H](CN(C)Cc1ccc(F)cc1)O2	-1.4	4	3	3	x	-1	0
COCC(=O)Nc1ccc2c(c1)OC[C@@H](C)N(Cc1ccccc1)C[C@@H](C)[C@@H](OC)CN(C)C2=O	-1.2	3	18	2	-1[16.7 µM]	0	-5
Cc1noc(C)c1S(=O)(=O)Nc1ccc2c(c1)CC(=O)N([C@@H](C)CO)C[C@H](C)[C@H](CN(C)Cc1ccncc1)O2	-1.5	-4	-3	0	9[16.7 µM]	-6	-1
C[C@H](CO)N1C[C@H](C)[C@H](CN(C)S(=O)(=O)c2cccs2)Oc2ccc(NC(=O)c3ccncc3)cc2CC1=O	-1.0	-5	5	1	2[16.7 µM]	2	0
CC(=O)c1ccc(NC(=O)/C(=C\c2ccccc2)NC(=O)c2ccco2)cc1	2.6	-1	-8	-2	0	-1	1
O=C(NC1CCC1)[C@H]1[C@H](CO)[C@H]2Cn3c(ccc(-c4ccccc4F)c3=O)[C@@H]1N2C(=O)CC1CC1	-0.9	10	5	3	-6[16.7 µM]	0	-3
O=C(OCC(=O)N1CCCCC1)c1cccc(NS(=O)(=O)c2ccccc2)c1	-2.0	0	3	0	-7	1	-1
C[C@@H]1CN([C@@H](C)CO)C(=O)c2cc(-c3cccnc3)cnc2O[C@@H]1CN(C)C(=O)NC1CCCC1	-2.8	0	-12	-3	2[16.7 µM]	0	5
COCCNC(=O)c1c(CSc2ccc(F)cc2)noc1C(=O)NCc1ccccc1	1.9	0	-2	0	7	-1	8

(more compounds)
SMILES	F508del corr	SIRT5 inh	DENV2 CPE rescue	ERAP1 inh	miR122 inh	CASP6 VEID inh	ERp5 block
CC(=O)C(C(c1ccccc1)c1c[nH]c2ccccc12)[N+](=O)[O-] (configuration not stated)	x	2	-5	-1	23	2	-3
N#C/C(=C\Nc1ccc2c(c1)OCCO2)c1nc(-c2ccccc2)cs1	-0.5	-6	-4	-2	x	3	-9
Cc1ccc(C)c(S(=O)(=O)Nc2ccccc2C(=O)Nc2ccc(S(=O)(=O)Nc3ncccn3)cc2)c1	x	19*	17	-6	18	12	10
COc1ccc(OC)c(NC(=O)COc2cc(O)c3c(c2)OC(C)(C)CC3=O)c1	0.5	0	17	-5	-1	-2	1
CC1CC(C)CN(C(=O)COC(=O)COc2ccccc2C#N)C1 (configuration not stated)	-3.6	-5	0	0	x	2	-6
COc1ccc(C#Cc2ccc([C@H]3[C@@H](CO)N4CCCCN(Cc5ccncc5)C[C@@H]34)cc2)cc1	2.8	1	-26	-3	11[16.7 µM]	0	-8
CC(C)Oc1ccc(CNS(=O)(=O)c2csc(C(N)=O)c2)cc1	0.2	0	2	-1	-2	-1	6
C[C@H](NC(=O)C[C@H]1C[C@H]2c3cc(NC(=O)NC4CCCC4)ccc3O[C@H]2[C@@H](CO)O1)c1ccccc1	-3.2	0	-5	-6	39[16.7 µM]	2	3
Cc1ccc(S(=O)(=O)N(C)C[C@H]2Oc3cc(C#Cc4ccncc4)ccc3S(=O)(=O)N([C@H](C)CO)C[C@@H]2C)cc1	-1.2	18*	u	0	40[16.7 µM]	0	0
CCCCn1nc(C(=O)Nc2ccccc2N2CCCC2)c2ccccc2c1=O	3.7	-1	1	-5	4	-1	12
Cc1noc(C)c1NC(=O)N(C)C[C@H]1OCCCC[C@H](C)Oc2ccc(NS(=O)(=O)c3c(C)noc3C)cc2C(=O)N([C@@H](C)CO)C[C@@H]1C	0.7	-1	2	0	-2[16.7 µM]	-1	-5
Cc1noc(C)c1NC(=O)Nc1ccc2c(c1)C(=O)N([C@@H](C)CO)C[C@@H](C)[C@@H](CN(C)C(=O)CCCN(C)C)OCCCC[C@H](C)O2	1.2	-9	-1	1	17[16.7 µM]	-1	-18
COc1ccc(-c2cc(NC(=O)Cc3c[nH]c4ccccc34)ccc2Nc2cccnc2)cc1F	-0.1	x	-8	1	x	2	0
O=C(NCc1n[nH]c(=O)c2ccccc12)C1CC(=O)N(c2ccccc2)C1 (configuration not stated)	1.6	-1	4	2	4	5	-1
Cc1ccc(NC(=O)C(=O)C2C(=O)Nc3ccccc32)cc1 (configuration not stated)	-0.1	-2	x	x	4	1	-6
